D1 ag = activates the human D1 dopamine receptor | P21728 | activation, % at 2 µM | HEK293 T-REx D1 cells, calcium flux, agonist mode | 360,000 tested, 1% active; further: 0% is about no effect
Target sequence (P21728 whole entry, looked up): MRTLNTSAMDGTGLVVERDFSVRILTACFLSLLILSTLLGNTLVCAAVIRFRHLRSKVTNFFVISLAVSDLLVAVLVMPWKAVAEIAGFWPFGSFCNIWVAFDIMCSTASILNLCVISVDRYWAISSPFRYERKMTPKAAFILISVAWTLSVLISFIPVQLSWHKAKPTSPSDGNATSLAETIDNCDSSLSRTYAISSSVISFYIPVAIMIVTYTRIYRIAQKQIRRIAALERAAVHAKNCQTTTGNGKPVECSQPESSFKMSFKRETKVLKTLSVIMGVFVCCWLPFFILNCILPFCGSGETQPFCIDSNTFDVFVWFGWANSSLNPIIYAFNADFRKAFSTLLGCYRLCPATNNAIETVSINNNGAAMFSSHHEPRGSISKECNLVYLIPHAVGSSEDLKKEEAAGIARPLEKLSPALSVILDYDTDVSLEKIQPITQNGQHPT
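Agonism was scored from calcium flux recorded over 180 s (1 read/s) after pintool compound addition, following a 10-cycle baseline. Cells were inducible force-coupled HEK293 TREx D1, plated overnight at 30 C and loaded with no-wash calcium dye.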
RXFP1 antag = RXFP1 (human) relaxin receptor antagonism. Q9HBX9. HEK293-RXFP1, relaxin-stimulated cAMP HTRF, 30 min; hits give low values. activity change, negative = inhibition, % at 57.5 µM. 350,000 tested, 0.59% active. AID 1259400;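 active means activity change of -60% or lower, but not beyond a set lower limit; inconclusive means change between -60% and -40%, or beyond the set limit; inactive means change above -40%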; further: on the % scale 0 is the no-effect control and ±100 the full control effect
D2 PAM = positive allosteric modulators of human D2 dopamine receptor | P14416 | HEK293 T-REx D2, calcium flux, EC20 dopamine potentiation | potentiation, % at 10 µM | 340,000 tested, 0.34% active;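 active means potentiation over 3 SD above the plate norm, cut at about 30% in these data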; further: 0% is about no effect
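Cells plated with tetracycline inducer and held overnight at 30 C; calcium dye loaded 30–90 min at room temperature; baseline taken, compound added and read 180 s; EC20 dopamine then added and read 180 s.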
D2 ag = D2 dopamine receptor (human) agonism; 340,000 tested, 0.53% active; P14416; HEK293 T-REx D2 cells, calcium flux agonist mode; AID 485358; activation, % at 2 µM;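 active means activation over 3 SD above normal in the single-dose calcium agonist read, cut at about 30% in these data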; further: 0% is about no effect
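Tetracycline-induced HEK293 T-REx cells with force-coupled D2 receptor, plated overnight at 30 C, loaded with no-wash calcium dye. After a 10 s baseline, compound was pin-added and calcium flux read kinetically for 180 s; calcium rises flagged agonists.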
D1 antagonist = blocks dopamine activation of the human D1 receptor | P21728 | HEK293 TREx D1 cells, calcium flux, dopamine EC80; hits give low values | activity change, negative = inhibition, % at 10 µM | 360,000 tested, 3.2% active | AID 504652; in the data active means activity change below about -30%; further: on the % scale 0 is the no-effect control and ±100 the full control effect
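Kinetic fluorescence of a calcium dye serves as the read-out. D1-expressing Hek293 Trex cells, induced overnight at 30 C, are exposed to compound for 180 s before an EC80 dopamine addition, then read 180 s further.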
D1 potentiator = human D1 dopamine receptor positive modulation; HEK293 TREx D1 cells, calcium flux, dopamine EC20 potentiation; potentiation, % at 10 µM; 360,000 tested, 0.036% active; AID 504651; in the data active means potentiation above about 30%; further: 0% is about no effect
D2 antagonist = antagonizes the human D2 dopamine receptor; P14416; HEK293 TREx D2 cells, calcium flux, dopamine EC80; inhibition, % at 10 µM; 340,000 tested, 2% active; in the data active means inhibition above about 30%; further: 0% is about no effect
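Inhibition of EC80 dopamine-driven calcium flux, recorded kinetically, defines activity here; cells are a tetracycline-induced HEK293 T-REx line expressing force-coupled D2.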
TRHR ag = TRH receptor (human) agonism. TRHR cells, calcium flux fluo-8, FDSS agonist mode. AID 493084. activation, % at 2 µM. P34981. 360,000 tested, 0.18% active; further: 0% is about no effect
Target sequence (P34981 whole entry, looked up): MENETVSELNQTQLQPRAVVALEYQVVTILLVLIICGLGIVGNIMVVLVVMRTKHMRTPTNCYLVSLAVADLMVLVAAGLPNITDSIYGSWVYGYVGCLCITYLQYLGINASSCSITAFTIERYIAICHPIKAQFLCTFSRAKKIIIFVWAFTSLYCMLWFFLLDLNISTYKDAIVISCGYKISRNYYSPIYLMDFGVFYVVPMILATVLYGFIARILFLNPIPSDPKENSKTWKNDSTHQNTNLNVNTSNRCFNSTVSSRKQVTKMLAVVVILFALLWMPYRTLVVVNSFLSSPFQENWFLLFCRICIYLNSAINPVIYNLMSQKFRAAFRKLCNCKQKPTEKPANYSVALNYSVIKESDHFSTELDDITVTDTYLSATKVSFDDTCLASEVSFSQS
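TRHR-expressing cells loaded with fluo-8 calcium dye; 23 nL library compound pin-transferred, kinetic FDSS fluorescence (Ex 480/Em 530) recorded about 180 s for agonist-induced calcium release, before a 10 nM TRH EC20 addition for potentiator mode.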
TRHR PAM = TRH receptor (human) allosteric enhancement. enhancement, % at 2 µM. 360,000 tested, 0.66% active. TRHR cells, fluo-8 calcium fluorescence, EC20 TRH enhancement; in the data active means enhancement above about 30%; further: 0% is about no effect
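Enhancer read-out: after compound pinning and an initial kinetic agonist-mode read, an EC20 of TRH (10 nM final) was injected and fluo-8 calcium signal (Ex 480/Em 530) followed at 1 s/cycle for 100 cycles in TRHR-expressing cells.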
* marks the source's active call; other numbers are inactive results; ? = inconclusive; . = no result given. Unless noted, no stated cut-off is given here; in the data, active means activation above about 30%; inactive means the rest.

No.	compound	D1 ag	RXFP1 antag	D2 PAM	D2 ag	D1 antagonist	D1 potentiator	D2 antagonist	TRHR ag	TRHR PAM
1	CCOc1ccc2oc(-c3ccccc3)c(C(=O)N3CCN(C)CC3)c2c1	-1	14	-3	0.1	10	-7	9	-0.4	5
2	CCOc1ccc2[nH]c3c(NCCc4ccc(OC)c(OC)c4)ncnc3c2c1	1	?	3	-0.3	1	-5	11	0.1	-5
3	Cc1cccc(-n2c(O)c(C=NC3CCS(=O)(=O)C3)c3ccccc3c2=O)c1 (configuration not stated)	2	-16	-1	-1.3	-20	-3	-7	0.1	4
4	Cc1cccc(N(C(=O)CNC(=O)c2ccco2)C(C(=O)NC2CCCCC2)c2cccnc2)c1 (configuration not stated)	1	9	.	2.6	-7	-7	2	-0.3	-2
5	CC1CCC2(CC1)NC(=O)N(CC(=O)N1CCN(S(=O)(=O)c3ccccc3)CC1)C2=O (configuration not stated)	-1	5	16	3.1	-1	-5	-4	0.0	4
6	CCOc1ncccc1C(=O)OCC(=O)c1c(N)n(C)c(=O)n(C)c1=O	3	-10	-6	-0.8	-12	-14	21	0.2	3
7	Cc1ccc(-c2nnc(N(C)C(=O)c3ccccn3)s2)cn1	6	-4	-6	-0.3	9	0	10	-0.4	1
8	Cc1ccc2c(c1)C1CN(C)CCC1N2C(=O)Nc1ccc(Cl)cc1 (configuration not stated)	36*	-4	-16	2.8	-73*	-12	-19	2.0	0

Single entries from the list.
Under D2 PAM, cpd 7 is entered as -6
Under RXFP1 antag, cpd 8 is entered as -4

Going on with the list.
No.	compound	D1 ag	RXFP1 antag	D2 PAM	D2 ag	D1 antagonist	D1 potentiator	D2 antagonist	TRHR ag	TRHR PAM
9	O=C(Nc1cccc2ccccc12)N1CC=C(c2ccccc2)CC1	1	-7	-20	34*	7	-3	-8	-0.1	8
10	COC(=O)CS(=O)(=O)c1cc([N+](=O)[O-])ccc1NC(=O)OC	2	-14	23	0.3	1	-4	7	0.9	1
11	N#C/C(=C\c1ccc(N2CCCCC2)c([N+](=O)[O-])c1)c1nn(-c2ccccc2)c(N)c1C#N	2	-8	.	.	3	0	.	0.1	2
12	COc1ccc(F)cc1C(=O)C1CCCN(C(=O)CCN2CCCCO2)C1 (configuration not stated)	2	5	-6	0.1	0	-4	-9	1.0	0
13	CC(C)CN1CCC(=O)N(CCO)CC1	2	.	3	0.5	-3	-7	-11	1.7	4
14	CC(NC(=O)Cc1cccs1)C(c1cccs1)N1CCN(c2ccccc2F)CC1 (configuration not stated)	5	0	12	.	5	0	.	-0.3	0
15	Cc1ccc(C)c2[nH]c(=O)c(C(c3nnnn3Cc3ccccc3)N3CCc4ccccc4C3)cc12 (configuration not stated)	-2	17	12	14	-10	-5	-21	1.1	1
16	OCC1(Cc2ccccc2)CCN(C2CCN(c3ccccc3F)CC2)CC1	22	-20	-30	-0.6	-19	-10	47*	3.2	21
17	CC1CC1c1ccc(/C=C(\C#N)C(=O)Nc2ccc(Cl)cc2)o1 (configuration not stated)	6	-4	-25	-0.4	3	-12	76*	2.6	7
18	CCN1C(=O)[C@H]2[C@@H](c3ccc(C)cc3)N3C(=O)N(c4ccc(C)cc4)C(=O)[C@@]3(Cc3ccccc3)[C@H]2C1=O	3	.	-2	0.7	-15	-8	-2	0.3	-3
19	CCOc1cccc(=O)c2c(C)n(Cc3ccccc3)c(C)c12	4	-3	10	1.2	-24	5	-27	1.3	1
20	CCC(C)(C(=O)Nc1ccccc1C)N(C(=O)CNC(C)=O)c1ccc(C)cc1 (configuration not stated)	5	7	14	1.2	4	-2	-3	-0.2	-1
21	O=C(CSc1cccc[n+]1[O-])C12CC3CC(CC(C3)C1)C2	1	-18	-1	3.1	7	-7	-34	0.5	-4
22	COc1ccccc1C(=O)NC1CCSc2ccccc21 (configuration not stated)	2	-13	-11	1.1	-5	-8	2	1.3	1
23	N#C/C(=C\c1ccc[nH]1)C(=O)c1ccccc1	4	-16	-12	0.9	-7	-2	-3	2.5	-14
24	COc1cc(OC)c(C#N)c(S(=O)(=O)Cc2ccccc2)c1	1	-7	3	0.2	-11	0	-7	-0.1	11
25	O=C(Nc1cccc(C(=O)N2CCCCC2)c1)c1ccccc1Br	7	-16	-6	0.2	12	-5	-11	-0.2	9
26	CCS(=O)(=O)N1CCC(C(=O)c2ccc(Cl)cc2)CC1	0	-4	10	0.1	13	4	-14	-0.3	7
27	CC(NC(=O)COC(=O)CSc1ccc(F)cc1)c1ccc(F)cc1 (configuration not stated)	2	-8	16	-2.1	1	3	0	-1.4	1
28	CC1=C(C(=O)OCCOC(C)C)C(c2cccnc2)C2=C(CCCC2=O)N1 (configuration not stated)	2	-4	-1	0.3	2	-5	-2	0.1	2
29	Cc1ccccc1CN1C[C@@H]2C[C@@H](c3cn(C)nc3-c3ccccc3)N3CCC[C@@]23C1=O	2	-15	14	-0.8	-1	-2	-8	-0.2	2
30	CC1(C)O[C@H]2[C@@H](O1)[C@@H](C(=O)Nc1cc(F)ccc1F)O[C@@H]1OC(C)(C)O[C@@H]12	-1	-2	-9	.	8	-2	.	-0.2	0
31	COc1ccc(C(CC(=O)Nc2ccc(C)cn2)N2Cc3ccccc3C2=O)cc1 (configuration not stated)	0	-6	7	-0.1	-4	1	-5	-1.6	4
32	COc1cc(/C=C2\SC(N3CCC(C)CC3)=NC2=O)ccc1O	4	-15	-28	-0.8	-14	-6	14	4.2	2

Two records drawn at random from those above, as already listed:
No.	compound	D1 ag	RXFP1 antag	D2 PAM	D2 ag	D1 antagonist	D1 potentiator	D2 antagonist	TRHR ag	TRHR PAM
3	Cc1cccc(-n2c(O)c(C=NC3CCS(=O)(=O)C3)c3ccccc3c2=O)c1 (configuration not stated)	2	-16	-1	-1.3	-20	-3	-7	0.1	4
2	CCOc1ccc2[nH]c3c(NCCc4ccc(OC)c(OC)c4)ncnc3c2c1	1	?	3	-0.3	1	-5	11	0.1	-5

The listing picks up; the 2 compounds before the break are reprinted first.
No.	compound	D1 ag	RXFP1 antag	D2 PAM	D2 ag	D1 antagonist	D1 potentiator	D2 antagonist	TRHR ag	TRHR PAM
31	COc1ccc(C(CC(=O)Nc2ccc(C)cn2)N2Cc3ccccc3C2=O)cc1 (configuration not stated)	0	-6	7	-0.1	-4	1	-5	-1.6	4
32	COc1cc(/C=C2\SC(N3CCC(C)CC3)=NC2=O)ccc1O	4	-15	-28	-0.8	-14	-6	14	4.2	2
33	C[C@H]1CCC[C@]2(CC(=O)c3cc(F)ccc3O2)C1	0	.	0	-0.4	7	-4	9	0.0	-3
34	CCCOc1cccc(C2C(C(=O)c3ccco3)=C(O)C(=O)N2c2nnc(C)s2)c1 (configuration not stated)	76*	6	-2	4.1	5	.	12	8.7	12
35	COc1ccc(C(=O)Nc2ccnn2C2CCN(C(=O)c3cc(C)on3)CC2)cc1	0	-15	-3	0.0	-2	-2	8	0.3	-9
36	OCC1(CCCc2ccccc2)CCN(Cc2ccc(F)cc2)CC1	3	-31	-12	0.1	0	-2	8	1.0	5
37	CC(C)Oc1cccc(C(=O)Nc2ccc(N3CCN(C)CC3)cc2)c1	-1	4	-3	0.7	-57*	-11	-7	0.2	7
38	Cc1cc(Cl)ccc1OCCCC(=O)Nc1cccc(-n2cnnn2)c1	3	-5	-16	0.6	-32*	-2	-5	0.5	1
39	CC(=O)Nc1ccc(S(=O)(=O)N2C(=O)c3cccc4cccc2c34)cc1	2	.	17	-0.6	-6	-6	1	-0.7	-12
40	Cn1c(=O)[nH]c(=O)c2c1nc(N1CCOCC1)n2CCc1ccccc1	3	-12	0	0.0	-5	3	4	0.3	11
41	COc1ccc(/C=C2\SC(=S)N(CCC(=O)Nc3cccc(C(=O)O)c3)C2=O)cc1	-1	-4	13	.	16	-5	.	0.0	3
42	O=C(CN1C(=O)CC(c2ccc(F)cc2)=Nc2ccccc21)NCc1ccccc1Cl	3	-1	-15	-0.6	-46*	2	.	1.0	-3
43	Cc1ccnc(N2CCC(C(=O)NCc3ccccc3F)CC2)n1	1	-1	-10	-1.7	0	3	6	-0.5	-2
44	COc1ccc(-c2nnc(SC)n2C)cc1	1	-2	4	-0.5	-3	3	5	0.9	-1
45	CC(C)c1nn2c(=O)cc(COC(=O)c3cccc(NC(=O)CCc4ccccc4)c3)nc2s1	5	9	3	1.1	-12	-1	.	-0.5	-1
46	Cc1ccc2oc(=O)n(Cc3ccccc3)c2c1	7	4	-21	-1.0	-13	-2	-5	0.0	0
47	Cc1cc2oc(=O)cc(CN3CCc4ccccc43)c2cc1Cl	-1	-10	-5	-0.3	10	26	20	-0.1	-9
48	CNC(=S)N/N=C/c1c(C)nn(-c2cccc(Cl)c2)c1Cl	2	-11	-7	-0.9	2	-6	-4	0.7	-11
49	COc1cccc(Nc2nc(CC(C)=O)ns2)c1	3	0	-11	0.1	22	3	33*	0.2	-8
50	O=C(Cc1cccc2ccccc12)N1CC[C@@]2(O)CCCC[C@H]2C1	0	1	24	-0.8	3	-1	-7	0.1	7
51	CC1CCCCN1C(=S)NCc1ccco1 (configuration not stated)	2	-8	-4	.	-4	-2	1	0.6	-6
52	CSCCC(=O)NC1CCCN(CCc2ccccc2)C1 (configuration not stated)	-2	-4	10	-1.3	20	-4	-3	0.3	2

Grouped by structure: those above containing an aryl thioether with sulfur outside any ring (three)
No.	compound	D1 ag	RXFP1 antag	D2 PAM	D2 ag	D1 antagonist	D1 potentiator	D2 antagonist	TRHR ag	TRHR PAM
21	O=C(CSc1cccc[n+]1[O-])C12CC3CC(CC(C3)C1)C2	1	-18	-1	3.1	7	-7	-34	0.5	-4
27	CC(NC(=O)COC(=O)CSc1ccc(F)cc1)c1ccc(F)cc1 (configuration not stated)	2	-8	16	-2.1	1	3	0	-1.4	1
44	COc1ccc(-c2nnc(SC)n2C)cc1	1	-2	4	-0.5	-3	3	5	0.9	-1

Bioassay records deposited in PubChem by National Center for Advancing Translational Sciences (NCATS).
